Screening results: PubChem BioAssay, National Center for Advancing Translational Sciences (NCATS)
TexasRed fluor – Texas Red fluorescence interference in TRb-SRC2 counter-screen; TRb/SRC2 Texas Red total fluorescence interference; Potency, µM (highest dose often 106 µM), for inactives: at the top dose fluorescence change, negative = quenching; 280,000 compounds, 0.29% hits; AID 1479; active = well fitted curve in either direction with a large enough effect; inconclusive = small, poorly fitted or top-dose-only effect; also: % is scaled to controls: 0 for no effect and ±100 for the full control effect
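Human TRb ligand-binding domain at 0.6 uM with 20 nM Texas Red SRC2 peptide in Tris buffer containing 1 uM T3 and 5% DMSO, incubated with compound 5 h at ambient temperature. Total fluorescence (555/632 nm) calculated as parallel + 2 × perpendicular.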
RECQ1 helicase – blocks DNA unwinding by human RECQ1; Potency, µM (series often up to 57.3 µM), for inactives: at the highest dose activity, negative = inhibition, usual class: inhibitors; RECQ1 DNA unwinding, red fluorescence kinetic read; AID 2549; 240,000 compounds, 0.54% hits; P46063;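 also: plate controls were vehicle for no effect and no enzyme for full effect; nearly all actives have a fitted effect of over 30% in size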
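RECQ1T1 50 nM; forked duplex (20 bp + 30-nt ss tails) 200 nM, ATP 2 mM final; pH 8.0, 2 mM MgCl2, 2.5 ug/ml poly(dI-dC); 15 min compound preincubation; discontinuous kinetic read over 2 h at RT.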
TRb SRC2 PPI – disrupts binding of human TR beta to SRC2 | P10828 | TRbeta-SRC2 peptide binding, fluorescence polarization; receptor liganded with 1 µM T3 | Potency, µM (titrated, usually from 106 µM), inactives show at the highest dose activity change, negative = inhibition, hits mostly inhibitors | 280,000 compounds, 0.065% hits | AID 1469;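 also: plate controls were bound peptide for no effect and peptide without receptor for full effect; nearly all actives have a fitted effect of over 50% in size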
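Fluorescence polarization of 20 nM Texas Red SRC2 peptide (20-aa NR interaction domain) bound to 0.6 uM human TRb ligand-binding domain, with 1 uM T3, after 5 hr at ambient temperature; inhibition seen as decreased polarization.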
SMN2 splice enh – increases expression of the SMN2 splice variant. Potency, µM (series often up to 46.1 µM), for the others: top-dose activity change, positive = activation, actives largely listed as activators. AID 1458. HEK293 SMN2-luciferase splicing reporter, luminescence, 30-36 h. 210,000 compounds, 2.8% hits; also: % of control where 0% means no effect; nearly all actives have a fitted effect of over 55% in size
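HEK293 cells carry an SMN2 […]–luciferase reporter in which exon 7 inclusion puts luciferase in frame. Cells were plated 10-12 h before compound addition, then incubated 30-36 h at 37C. ONE-Glo luminescence was read; sodium butyrate at 4.5 mM final served as control.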
ALDH1A1 block – inhibitors of human aldehyde dehydrogenase 1A1; 220,000 compounds, 7.3% hits; P00352; Potency, µM (doses to about 75.3 µM), without a hit: at the top dose activity, negative = inhibition, most hits filed as inhibitors; Purified ALDH1A1, NADH fluorescence, propionaldehyde substrate; active = well fitted inhibition curve with a large enough effect, not every such curve was filed as active; inconclusive = small, poorly fitted or top-dose-only effect, or another doubt; inactive = no such curve, though single readings can be large or run the other way;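 also: plate controls were no enzyme wells and a reference inhibitor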
Target sequence (P00352 whole entry, looked up): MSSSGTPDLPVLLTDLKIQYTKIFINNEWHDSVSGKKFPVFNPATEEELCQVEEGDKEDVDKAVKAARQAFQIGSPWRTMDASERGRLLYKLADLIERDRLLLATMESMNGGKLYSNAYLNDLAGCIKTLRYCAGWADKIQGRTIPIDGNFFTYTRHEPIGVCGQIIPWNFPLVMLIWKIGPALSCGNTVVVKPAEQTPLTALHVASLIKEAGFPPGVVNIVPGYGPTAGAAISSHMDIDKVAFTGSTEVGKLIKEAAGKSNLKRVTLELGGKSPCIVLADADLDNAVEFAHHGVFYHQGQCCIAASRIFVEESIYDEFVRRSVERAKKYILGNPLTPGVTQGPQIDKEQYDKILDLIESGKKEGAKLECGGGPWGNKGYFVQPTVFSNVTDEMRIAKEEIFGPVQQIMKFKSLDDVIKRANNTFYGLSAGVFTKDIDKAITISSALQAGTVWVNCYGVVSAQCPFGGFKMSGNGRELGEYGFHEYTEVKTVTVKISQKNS
RGS12 GoLoco inh – blocks human Gai1 binding to RGS12 GoLoco peptide, red readout; 230,000 compounds, 0.44% hits; P63096; Potency, µM (top dose mostly 61.6 µM), inactives show top-dose activity, negative = inhibition, most hits filed as inhibitors; AID 880; Gai1:RGS12 GoLoco peptide FP, rhodamine, 10 min; active = well fitted inhibition curve with a large enough effect, not every such curve was filed as active; inactive = no such curve, though single readings can be large or run the other way; also: % is scaled to controls: 0 for no effect and ±100 for the full control effect; nearly all actives have a fitted effect of over 30% in size; many of its hits are not listed in these tables
KDM4E inh – inhibitors of human JMJD2E histone demethylase | B2RXH2 | JMJD2E catalytic domain, FDH-coupled NADH fluorescence (FDH is formaldehyde dehydrogenase) | Potency, µM (top dose mostly 57.1 µM), for inactives: at the highest dose activity change, negative = inhibition, actives largely listed as inhibitors | 230,000 compounds, 1.6% hits; active = well fitted inhibition curve with a large enough effect, not every such curve was filed as active; inconclusive = small, poorly fitted or top-dose-only effect, or another doubt; inactive = no such curve, though single readings can be large or run the other way;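 also: 0% = wells with enzyme and -100% = buffer wells without enzyme; nearly all actives have a fitted effect of over 50% in size; many of its hits are not listed in these tables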
Target sequence (B2RXH2 1-337 limits assumed): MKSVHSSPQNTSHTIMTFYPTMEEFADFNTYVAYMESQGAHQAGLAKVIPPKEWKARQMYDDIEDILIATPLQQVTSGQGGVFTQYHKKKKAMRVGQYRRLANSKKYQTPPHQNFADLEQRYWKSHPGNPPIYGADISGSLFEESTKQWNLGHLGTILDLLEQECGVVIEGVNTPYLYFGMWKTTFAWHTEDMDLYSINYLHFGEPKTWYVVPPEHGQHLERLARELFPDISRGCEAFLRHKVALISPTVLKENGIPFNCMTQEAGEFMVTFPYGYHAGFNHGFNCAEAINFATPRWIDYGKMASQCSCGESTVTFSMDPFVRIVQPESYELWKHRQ
Lamin A splicing – changes lamin A minigene splicing in HeLa cells; HeLa LMNA splicing GFP/RFP minigene ratio, 48 h; Potency, µM (top dose mostly 46.1 µM), without a hit: top-dose ratio change, negative = inhibition, hits mostly inhibitors; 200,000 compounds, 0.01% hits; active = well fitted inhibition curve with a large enough effect in the signal ratio, with a control signal flat, not every such curve was filed as active; inconclusive = small, poorly fitted or top-dose-only effect, or effect the other way, or a change in a side signal; the % refers to the signal ratio; also: % is scaled to controls: 0 for no effect and ±100 for the full control effect
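S3 HeLa stable clones carrying a lamin A-EGFP splicing minigene plus DsRed2 were seeded at 600 cells/well in Opti-MEM with 2% FBS, pin-dosed and incubated 48 h at 37°C. Acumen cytometry (488 nm) gave the GFP/RFP total-intensity ratio.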
Starred values were filed as active, the others as inactive; i = inactive; ? = inconclusive; . = no result given; [ ] = another dose, or the depositor's remark. Unless noted, calls follow the shape of the dose curve; as a rule, active = well fitted curve in the direction sought with a large enough effect; inconclusive = small, poorly fitted or top-dose-only effect, or another doubt; inactive = no such curve, though single readings can be large; an effect the other way counts as inactive or inconclusive. Potency is read from the fitted curve at half-maximal effect. Not all compounds are listed; rates above refer to the full screens.

SMILES	TexasRed fluor	RECQ1 helicase	TRb SRC2 PPI	SMN2 splice enh	ALDH1A1 block	RGS12 GoLoco inh	KDM4E inh	Lamin A splicing
CCOc1ccccc1CN1CCN(Cc2ccon2)CC1CCO (stereo not given)	-1%	-3%	-12%	.	.	0%	9%	.
Cc1cc(C)c(NC(=O)C2C3/C=C\CCCCC32)c(C)c1 (stereo not given)	0%	i	2%	15%	6%	9%	1%	2%
Cc1ccc(C(=O)C2CCOC(C)(C)C2)cc1 (stereo not given)	1%	28%	4%	-5%	3%	5%	-8%	14%[46 µM]
O=C(Nc1nnc(CCS(=O)(=O)c2ccc(Br)cc2)s1)c1ccc([N+](=O)[O-])cc1	-2%	-10%	-14%	1%	15%	1%	11%	4%
O=C(COCCOCC(=O)N(c1ccccn1)C1CCCCC1)N(c1ccccn1)C1CCCCC1	-4%	6%	-1%	-6%	7%	8%	2%	-7%
Cc1coc2cc3oc(=O)c(CCC(=O)O)c(C)c3cc12	-3%	-3%	2%	.	.	27%	?	?
COC(=O)CNC(c1ccccc1Cl)c1cc(Br)ccc1NS(=O)(=O)c1ccc(C)cc1 (stereo not given)	-1%	-6%	-1%	-3%	8%	5%	-11%	?
COC(=O)c1[nH]c2ccc(C)cc2c1NC(=O)CN1CCN(c2ccccc2)CC1	-3%	-4%	-4%	-78%[inhibitor]	?	-3%	?	-10%
Cc1cc(C)nc(NC(=NCCc2c[nH]c3ccccc23)NC(=O)Nc2ccccc2)n1	0%	-7%	5%	?	4%	0%	8%	?
O=C(CSc1nc2ccc(Nc3nc(N4CCOCC4)nc(N4CCOCC4)n3)cc2s1)N1CCOCC1	-3%	-3%	-3%	12%	4%	6%	-18%	-8%
COCc1cc(C)nc(N/N=C/c2ccc(-c3cc(C(=O)O)ccc3Cl)o2)c1C#N	-2%	i	5%	2%	?	9%	?	.
Clc1ccc(Cc2nn3c(Cn4nnc5ccccc54)nnc3s2)cc1	0%	-16%	3%	-24%	22µM*	-4%	4%	-17%
COc1cccc(-c2nc(CS(=O)CC(=O)NCc3ccccc3Cl)c(C)o2)c1 (stereo not given)	-2%	5%	9%	-7%	?	162%[activator]	?	-4%
CC(C)[C@H](NC(=O)c1ccccc1)C(=O)OCC(=O)/C=C1/N(C)c2ccccc2C1(C)C	2%	-9%	5%	-18%	-9%	61%[activator]	?	?
Cc1ccccc1OCCCCCn1ccnc1	2%	-2%	-5%	-15%	3%	5%	16%	?
Cc1sc2ncn(/N=C/c3ccco3)c(=O)c2c1C	0%	1%	2%	.	.	-1%	-4%	.
Cc1ccc(NC(=O)C2C3/C=C\CCCCC32)cc1 (stereo not given)	1%	-2%	9%	?	2%	11%	5%	-7%
CCCCCc1ccc(-c2ccc(/C=C/C(=O)O)cc2)nc1	-2%	-7%	-13%	-35%[inhibitor]	?	12%	?	-9%
Cc1c(Cl)cccc1NC(=S)Nn1cnnc1	-2%	?	-1%	-10%	13µM*	-8%	-6%	-5%[46 µM]
COc1cc2[nH]c(=S)n(Cc3ccc(C)o3)c(=O)c2cc1OC	-4%	-3%	0%	-2%	?	-6%	-7%	-5%
COc1ccc(NC(=O)N2CCCC2C(=O)NCc2ccc(F)cc2)cc1 (stereo not given)	1%	0%	-11%	5%	9%	5%	2%	-3%
CC1CCC2(CC1)SCC(=O)N2c1ccc(F)cc1 (stereo not given)	-5%	i	-5%	.	.	-6%	5%	.
O=c1[nH]c(SCc2c(Cl)cccc2Cl)nc2ccccc12	0%	i	10%	6%	3%	-5%	-6%	?
Cc1cc(C)n2c(SCC(=O)Nc3ccc(F)cc3F)nnc2n1	-3%	-5%	-8%	-16%	?	6%	?	?
O=c1oc2ccccc2c(Nc2ccc3ccccc3c2)c1[N+](=O)[O-]	-11%	-11%	-11%	7%	2.2µM*	-12%	-15%	?
Following part:
SMILES	TexasRed fluor	RECQ1 helicase	TRb SRC2 PPI	SMN2 splice enh	ALDH1A1 block	RGS12 GoLoco inh	KDM4E inh	Lamin A splicing
Cc1cc(NC(=O)c2ccc(S(=O)(=O)N3CCOCC3)cc2)nc2c1c(=O)oc1ccccc12	0%[53 µM]	i	-10%[53 µM]	-8%	2%	32%[activator]	?	-1%
O=C(Cn1ncc2ccccc21)N1CCc2ccccc21	-2%	-18%	-8%	8%	2%	3%	3%	-8%
COc1cc2c(cc1NC(=O)C(C)Sc1ccc(C)cc1)oc1ccccc12 (stereo not given)	1%	-5%	-3%	-20%	?	5%	-21%	7%
Cc1cccc(C(=O)NC2CC(C)(C)NC(C)(C)C2)c1	-2%	i	-2%	2%	4%	-3%	7%	0%
Cc1nn(-c2ccccc2)c(C)c1/C=N/NC(=O)c1cc(-c2cccs2)[nH]n1	3%	-6%	4%	4%	-9%	0%	?	?
O=S(=O)(c1cccc(C(F)(F)F)c1)N1CCN(c2cnccn2)CC1	0%	i	-3%	0%	-3%	2%	?	-16%[46 µM]
C/C(=N\NC(=S)Nc1cccc(C)c1)c1cc2ccccc2o1	1%	-2%	1%	17%	?	16%	-7%	?
CCn1nnnc1SCC(=O)NC1Cc2ccccc2C1	-4%	2%	11%	.	.	-7%	0%	.
O=C(CCn1c(=S)[nH]c2ccccc2c1=O)NCCSCc1ccccc1	6%	19%	3%	-6%	0%	1%	9%	?
CCOC(=O)N1CCC(NC(=O)c2oc3c(c2C)-c2[nH]ncc2CC3)CC1	3%	-8%	3%	-3%	?	11%	?	-2%
Cc1nn(Cc2ccc(C(=O)Nc3ccccc3C(F)(F)F)o2)c(C)c1Br	0%	-8%	-5%	-14%	-3%	-25%	2%	1%
CC(C)=CC1C(CO)C1(C)C (stereo not given)	2%	6%	0%	6%	8%	-1%	10%	-4%
CC(=O)Nc1ccc(OC(=O)c2cccnc2)cc1	-3%	13%	-6%	6%	4%	1%	5%	-2%
O=C(c1ccc(Cn2c(=O)[nH]c3ccccc3c2=O)cc1)N1CCN(c2ccc(Cl)cc2)CC1	1%	-5%	-3%	-39%[inhibitor]	?	5%	-6%	?
COc1ccc(/C=C/c2nnc(NC(C)=O)s2)cc1	-2%	-5%	6%	.	.	12%	?	.
NC(=O)C1=C[C@H](C2CCCCC2)C[C@H](OCc2ccc(CO)cc2)O1	0%	i	-1%	.	?	3%	-1%	.
CCn1c(SCc2nc3ccccc3c(=O)[nH]2)nnc1C(C)NC(=O)c1ccccc1 (stereo not given)	2%	-1%	-12%	-21%	-5%	4%	7%	.
CC(CSc1nnnn1-c1ccccc1)Cn1c(N2CCN(C)CC2)nc2c1c(=O)[nH]c(=O)n2C (stereo not given)	-1%	i	3%	-3%	20µM*	2%	1%	?
O=C(c1cccc(F)c1)N1CCC2(CCCN(Cc3ccncc3)C2)CC1	.	-7%	.	-27%	3%	7%	.	.
Cc1ccc2cc3cc(C(=O)N4CCN(C(=O)c5ccco5)CC4)sc3nc2c1	-3%	-6%	-10%	-10%	?	7%	?	-13%
CC(=O)Nc1ccc(N2CCN(Cc3ccccc3F)CC2)cc1	-2%	-1%	7%	-11%	9%	-7%	-6%	-3%
COCCn1c(SCC(=O)Nc2ccc(Cl)c(S(=O)(=O)N(C)C)c2)nc2ccccc21	0%	i	-19%	-17%	32µM*	12%	-4%	?
CCCCCOc1ccc(C(=O)NCCC(=O)NCCCC(=O)OCC)cc1	0%	-2%	-10%	.	.	4%	10%	.
Oc1ccc2[nH]ccc2c1	-4%	i	-8%	3%	-2%	9%	1%	-18%

Another view of 10 compounds above.
Second line of a record: TexasRed fluor, RECQ1 helicase, TRb SRC2 PPI, SMN2 splice enh, ALDH1A1 block, RGS12 GoLoco inh, KDM4E inh, Lamin A splicing
> COc1ccc(/C=C/c2nnc(NC(C)=O)s2)cc1
  -2%, -5%, 6%, ., ., 12%, ?, .
> NC(=O)C1=C[C@H](C2CCCCC2)C[C@H](OCc2ccc(CO)cc2)O1
  0%, i, -1%, ., ?, 3%, -1%, .
> CCn1c(SCc2nc3ccccc3c(=O)[nH]2)nnc1C(C)NC(=O)c1ccccc1 (stereo not given)
  2%, -1%, -12%, -21%, -5%, 4%, 7%, .
> CC(CSc1nnnn1-c1ccccc1)Cn1c(N2CCN(C)CC2)nc2c1c(=O)[nH]c(=O)n2C (stereo not given)
  -1%, i, 3%, -3%, 20µM*, 2%, 1%, ?
> O=C(c1cccc(F)c1)N1CCC2(CCCN(Cc3ccncc3)C2)CC1
  ., -7%, ., -27%, 3%, 7%, ., .
> Cc1ccc2cc3cc(C(=O)N4CCN(C(=O)c5ccco5)CC4)sc3nc2c1
  -3%, -6%, -10%, -10%, ?, 7%, ?, -13%
> CC(=O)Nc1ccc(N2CCN(Cc3ccccc3F)CC2)cc1
  -2%, -1%, 7%, -11%, 9%, -7%, -6%, -3%
> COCCn1c(SCC(=O)Nc2ccc(Cl)c(S(=O)(=O)N(C)C)c2)nc2ccccc21
  0%, i, -19%, -17%, 32µM*, 12%, -4%, ?
> CCCCCOc1ccc(C(=O)NCCC(=O)NCCCC(=O)OCC)cc1
  0%, -2%, -10%, ., ., 4%, 10%, .
> Oc1ccc2[nH]ccc2c1
  -4%, i, -8%, 3%, -2%, 9%, 1%, -18%
